# KCNH2 WT inh: qHTS for Inhibitors of KCHN2 3.1: Wildtype qHTS | Voltage-gated inwardly rectifying potassium channel KCNH2 (Homo sapiens), Q12809 | U2OS, BacMam KCNH2, thallium flux FluxOr; stronger effect = lower value | 340,000 compounds, 0.37% hits | AID 720551, 2013 | activity change, % at 1.84 µM;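 active = maximum activity change below -70%; inconclusive = maximum activity change between -70% and -50%; inactive = maximum activity change above -50%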; also: % is scaled to controls: 0 for no effect and ±100 for the full control effect
#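 U2OS cells transduced with wild-type KCNH2 virus are loaded with FluxOr dye for 45 min, and thallium flux is measured in kinetic reads before and after stimulation buffer. Rate constants are normalized to DMSO controls.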
# KCNH2 3.1 block: qHTS for Inhibitors of KCHN2 3.1: Mutant qHTS; Potassium voltage-gated channel subfamily H member 2, brain isoform KCNH2 3.1 (human); U2OS KCNH2 3.1, thallium flux FluxOr; stronger effect = lower value; activity change, % (tested at about 1.8 µM); 340,000 compounds, 0.95% hits; AID 720553, 2013;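 active = maximum activity change below -70%; inconclusive = maximum activity change from -70% to -50%; inactive = maximum activity change above -50%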;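 also: thallium influx rate constant from kinetic fluorescence after stimulation buffer; % is scaled to controls: 0 for no effect and ±100 for the full control effect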
#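 Measured as rate of thallium-driven FluxOr signal in transduced U2OS cells carrying the 3.1 channel, read kinetically for 2 min upon stimulation; values are rate constants scaled to DMSO control wells.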
# PKM2 act: qHTS Assay for Activators of Human Muscle isoform 2 Pyruvate Kinase; purified PKM2, Kinase-Glo ATP luminescence, activation; response scale: 0% is enzyme alone, no compound; 260,000 compounds, 0.34% hits; Potency, µM (highest dose often 57.5 µM), inactives show at the top dose activation, actives largely listed as activators; Pyruvate kinase PKM (Homo sapiens), P14618; also: potency is read from the fitted curve at half-maximal effect; % is scaled to controls: 0 for no effect and ±100 for the full control effect; nearly all actives have a fitted effect of over 55% in size
#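 hPK-M2, >95% pure; 0.1 mM ADP / 0.5 mM PEP final; imidazole pH7.2 buffer w/ 7 mM MgCl2, 50 mM KCl; 1 h RT; Kinase-Glo lum. Intermediate enzyme activity for dual inhibitor/activator qHTS.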
# Coupling enz: qHTS Assay for Inhibitors of Fructose-1,6-bisphosphate Aldolase from Giardia Lamblia: Coupling assay counterscreen. coupling enzyme system counterscreen, AmpLite Red fluorescence. activity change, negative = inhibition, % at 58.2 µM, hits read low. 290,000 compounds, 0.67% hits; in the data active = activity change below about -30%; also: % is scaled to controls: 0 for no effect and ±100 for the full control effect
#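 Activity here indicates interference with the coupling reaction, not aldolase inhibition. Compounds at 57.5 uM final met coupling enzymes for 10 min at RT; substrate and AmpLite Red detection followed, with a 525/598 nm fluorescence read after 20 min.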
# TRPV1 ag: HTS Assay for Compounds that Act as Agonists of the Vanilloid Receptor 1. Transient receptor potential cation channel subfamily V member 1 (Homo sapiens), Q8NER1. TRPV1-expressing cells, Fluo-8 calcium influx, agonist mode. activation, % at 8.33 µM. 320,000 compounds, 0.19% hits. AID 540275, 2011; in the data active = activation above about 80%; inconclusive = between about 30% and that limit; also: 0% is about no effect
# Target sequence (Q8NER1 whole entry, looked up): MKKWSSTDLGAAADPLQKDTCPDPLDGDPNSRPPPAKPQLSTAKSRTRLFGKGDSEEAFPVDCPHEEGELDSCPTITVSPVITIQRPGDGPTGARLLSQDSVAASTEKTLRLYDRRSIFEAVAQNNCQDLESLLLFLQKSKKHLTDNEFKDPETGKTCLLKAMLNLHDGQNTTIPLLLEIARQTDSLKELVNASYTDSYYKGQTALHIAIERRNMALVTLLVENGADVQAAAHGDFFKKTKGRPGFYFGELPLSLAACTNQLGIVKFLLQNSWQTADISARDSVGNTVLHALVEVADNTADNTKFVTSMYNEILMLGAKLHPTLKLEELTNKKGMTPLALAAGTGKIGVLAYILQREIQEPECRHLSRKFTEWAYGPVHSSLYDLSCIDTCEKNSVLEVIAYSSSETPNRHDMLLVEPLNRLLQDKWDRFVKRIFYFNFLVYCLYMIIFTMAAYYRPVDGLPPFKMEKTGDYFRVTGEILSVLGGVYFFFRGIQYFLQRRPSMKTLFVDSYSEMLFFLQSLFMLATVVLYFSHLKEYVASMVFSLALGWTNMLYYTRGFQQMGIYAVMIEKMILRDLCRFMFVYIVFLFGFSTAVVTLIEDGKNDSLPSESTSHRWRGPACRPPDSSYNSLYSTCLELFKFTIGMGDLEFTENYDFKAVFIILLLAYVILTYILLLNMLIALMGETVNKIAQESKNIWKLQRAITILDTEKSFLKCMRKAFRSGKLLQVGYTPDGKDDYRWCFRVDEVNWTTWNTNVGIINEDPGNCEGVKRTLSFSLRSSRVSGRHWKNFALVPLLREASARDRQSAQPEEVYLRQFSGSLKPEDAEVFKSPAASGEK
#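 Cells expressing TRPV1 were dye-loaded with Fluo-8 and read kinetically: 10 s baseline, 3 min after compound (agonist portion), then 2 min after EC20 capsaicin (allosteric enhancer portion). Calcium-bound dye fluorescence at 480/520 nm.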
# Giardia killer: Small Molecules that selectively kill Giardia lamblia: qHTS; Giardia lamblia trophozoite viability; activity change, % at 7.66 µM, hits read low; 340,000 compounds, 0.15% hits; AID 540267, 2011; in the data active = activity change below about -80%; inconclusive = between about -30% and that limit;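 also: parasites exposed to compound for two days anaerobically before the ATP read; % is scaled to controls: 0 for no effect and ±100 for the full control effect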
#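 Trophozoite viability was measured as ATP-dependent luminescence, read 15-30 min after reagent addition. Before that, parasites at 100 cells/well were exposed to compounds for 48 h, anaerobically, at 37 deg C.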
# USP2a block: qHTS Assay for Inhibitors of Ubiquitin-specific Protease USP2a Using CHOP2 as the Reporter; Potency, µM (doses to about 38.3 µM), inactives show at the top dose activity change, negative = inhibition, most hits filed as inhibitors; AID 463254, 2010; 330,000 compounds, 0.01% hits; Ubiquitin carboxyl-terminal hydrolase 2 (Homo sapiens), O75604; USP2 core, Ub-CHOP2 coupled fluorogenic reporter, 485/531;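 also: potency is read from the fitted curve at half-maximal effect; plate controls were DMSO wells for no effect and full inhibition by NEM control for full effect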
#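 Deubiquitinase activity read as fluorescence (485/531 nm) after Ub-CHOP2 cleavage activates the enterokinase reporter on its substrate; USP2 core 10nM, Ub-CHOP2 and substrate 25nM each, 30min compound preincubation then 60min RT; data normalized to NEM, curves fitted.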
# B2AR arrestin: qHTS assay of beta-arrestin-biased ligands of beta2-adrenergic receptor | 330,000 compounds, 0.02% hits | beta-arrestin recruitment to beta2AR, cell-based reporter | AID 492947, 2010 | Potency, µM (titrated, usually from 46.1 µM), inactives show at the highest dose activation, actives largely listed as activators | Beta-2 adrenergic receptor (Homo sapiens), P07550;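 also: potency is read from the fitted curve at half-maximal effect; 0% = DMSO controls and full agonism = EC100 isoproterenol or metaproterenol; nearly all actives have a fitted effect of over 65% in size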
# Menin-MLL TR inh: qHTS Assay for Inhibitors Targeting the Menin-MLL Interaction in MLL Related Leukemias: Competition With Texas Red Labeled MLL-derived Mutant Peptide; O00255; Menin + Texas Red MLL mutant peptide, fluorescence polarization; Potency, µM (titrated, usually from 61.6 µM), without a hit: at the highest dose FP activity change, negative = inhibition, usual class: inhibitors; 270,000 compounds, 0.23% hits; AID 1768, 2009; active = well fitted inhibition curve with a large enough effect in the polarisation, with a control signal flat, not every such curve was filed as active; inconclusive = small, poorly fitted or top-dose-only effect, or effect the other way, or a change in a side signal; inactive = no such curve, though single readings can be large or run the other way; the % refers to the polarisation; also: potency is read from the fitted curve at half-maximal effect; % of control where 0% means no effect; many of its hits are not listed in these tables
# CXXC DNA block: qHTS Fluorescence Polarization Assay for Inhibitors of MLL CXXC domain - DNA interaction | Histone-lysine N-methyltransferase 2A (Homo sapiens), Q03164 | MLL-CXXC / FITC-HOXA9 DNA fluorescence polarization | Potency, µM (series often up to 115 µM), without a hit: top-dose activity change, negative = inhibition, most hits filed as inhibitors | 290,000 compounds, 0.037% hits | AID 2662, 2010; active = well fitted inhibition curve with a large enough effect in the polarisation, with a control signal flat, not every such curve was filed as active; inconclusive = small, poorly fitted or top-dose-only effect, or effect the other way, or a change in a side signal; inactive = no such curve, though single readings can be large or run the other way; the % refers to the polarisation; also: potency is read from the fitted curve at half-maximal effect
#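 Fluorescence polarization: 7 uM MLL-CXXC (stock) preincubated 5 min with compounds, then 50 nM fluorescein-HOX-A9 DNA (stock) added; 30 min ambient. Buffer 50 mM Tris-HCl pH 7.5, 50 mM NaCl, 1 mM DTT, 0.05% BSA.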
# GALK inh: qHTS Assay for Inhibitors of Human Galactokinase (GALK); Potency, µM (doses to about 57.5 µM), without a hit: top-dose activity change, negative = inhibition, usual class: inhibitors; 270,000 compounds, 0.007% hits; Purified GALK, Kinase-Glo residual ATP luminescence; also: potency is read from the fitted curve at half-maximal effect; % is scaled to controls: 0 for no effect and ±100 for the full control effect
#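 5 nM enzyme, 35 uM ATP, 100 uM galactose, 20 mM HEPES pH8.0, 5 mM MgCl2; 1 h RT; residual ATP by Kinase-Glo Plus luminescence, qHTS format.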
# Numbers without * were called inactive; i = inactive; u = inconclusive; x = not tested or not shown; & = joins results of further samples; [ ] = remark or other dose. Unless noted, calls follow the shape of the dose curve; as a rule, active = well fitted curve in the direction sought with a large enough effect; inconclusive = small, poorly fitted or top-dose-only effect, or another doubt; inactive = no such curve, though single readings can be large; an effect the other way counts as inactive or inconclusive. Some of the compounds tested (hit frequency here may not be typical).
SMILES	KCNH2 WT inh	KCNH2 3.1 block	PKM2 act	Coupling enz	TRPV1 ag	Giardia killer	USP2a block	B2AR arrestin	Menin-MLL TR inh	CXXC DNA block	GALK inh
N#C/C(=C(/O)CO/N=C/c1ccccc1Cl)c1nc2ccccc2[nH]1	-5	-20	2%	1	-1	-24	1%	0.3%	x	-3%	0%
O=C(Cc1ccc(Cl)cc1Cl)NC1CCCCCC1	2	-11	x	3	u	41[activator]	3%	-0.3%	5%	13%	0%
COC(=O)CN(c1ccc(C)cc1)S(=O)(=O)c1ccc2c(c1)n(C)c(=O)c(=O)n2C	-15	-4	16µM*	0	2	23	-1%	0.6%	-10%	-4%	3%
COc1ccc(-c2nc3ccccc3n2Cc2ccccc2)cc1	-2	-6	4%	-1	-12	7	-11%	-0.2%	-1%	1%	5%
COc1ccc(/C=C(\C#N)C(=O)Nc2cc(S(=O)(=O)N3CCOCC3)ccc2N2CCCC2)cc1	7	x	-17%	-1	-4	27	3%	3.0%	-10%	-8%	0%
O=C(Nc1cccc(F)c1)NC1CCN(Cc2ccccc2)CC1	x	-31	0%	0	u	10	0%	-1.1%	2%	11%	1%
O=C(NC(=O)N1CCN(c2cccc(Cl)c2)CC1)c1ccccc1	-5	6	-17%	-4	-4	4	0%	0.4%	-26%	-2%	0%
CCN(C(=O)CN1c2ccccc2CC1C)c1c(N)n(Cc2ccccc2)c(=O)[nH]c1=O (stereo not given)	i	-5	-2%	-1	-1	-1	0%	-0.1%	10%	20%	0%
CC(C)CCNC(=O)NC(=O)CSc1nnc2ccccn12	-14	-2	1%	0	1	16	2%	-0.1%	-9%	3%	-5%
COc1ccc(CNC(=O)c2nn(-c3ccccc3)cc2OC)cc1	-29	11	-14%	-2	20	-15	3%	0.4%	-7%	0%	3%
Oc1cccc(/C=N/N(Cc2ccccc2)c2ccccc2)c1	-3	-9	-2%	-4	22	9	-16%	0.1%	u	3%	1%
CCN=C1SCC(=O)N1c1ccc(OC)cc1	25	3	-3%	-1	1	4	0%	-0.4%	1%	6%	0%
COC(=O)Cc1ccc(NC(=S)NCCCO)cc1	-5	-8	-2%	2	2	21	3%	-0.3%	-5%	u	0%
N#C/C(=C\c1ccc(Cl)c([N+](=O)[O-])c1)c1ccccn1	1	1	-15%	2	19	19	0%	-0.2%	13%	u	2%
CC1CCCC(C)N1C(=O)COC(=O)C(Cc1ccccc1)NC(=O)c1cccs1 (stereo not given)	8	-5	-3%	-5	22	8	9%	-0.5%	-18%	9%	-1%
CC1CCN(c2cc(N3CCOCC3)c(F)cc2[N+](=O)[O-])CC1	3	6	2%	0	28	5	-1%	-0.3%	5%	0%	-1%
COCCn1c(=S)[nH]c2cc(C(=O)N3CC(C)CC(C)C3)ccc2c1=O (stereo not given)	-5	12	x	1	1	26	2%	0.5%	-1%	2%	-3%
CNC(=O)[C@H](C)[C@@H]1C[C@@]1(C)[C@@H](NC(=O)OCc1ccccc1)c1ccccc1	7	22	1%&-1%	1&3	18	4	-2%	0.3%	-4%&2%	7%	x
COCCn1cnnc1SCC(=O)Nc1cc(C)on1	0	-4	x	x	x	-27	4%	-0.2%	x	x	x
Cc1cccc(C(=O)N(Cc2ccc(C)o2)C2CCS(=O)(=O)C2)c1 (stereo not given)	-1	-16	-1%	0	0	5	1%	-1.0%	-4%	7%	0%
CC(OC(=O)CC(NC(=O)c1ccccc1Cl)c1ccccc1)C(=O)Nc1cccc(Cl)c1Cl (stereo not given)	-4	-9	-3%	5	14	5	1%	0.3%	6%	13%	-4%
Cc1ccccc1/C=N/Nc1nc2ccccc2c(=O)n1O	-17	-1	2%	-1	-2	26	0%	0.1%	x	0%	x
CCCc1oc(C(=O)O)cc1CN1CCOCC1	4	14	-19%	2	-2	16	1%	0.0%	8%	1%	3%
CCN(CC)S(=O)(=O)c1cccc(NC(=O)CNc2cccc(S(=O)(=O)N3CCOCC3)c2)c1	4	-2	x	x	0	0	0%	0.2%	x	x	x
COc1ccnc(NCc2ccc(Cl)cc2)c1C#N	6	-5	2%	2	1	18	2%	0.0%	-2%	-9%	0%

# No new results follow: entries from further up.
SMILES	KCNH2 WT inh	KCNH2 3.1 block	PKM2 act	Coupling enz	TRPV1 ag	Giardia killer	USP2a block	B2AR arrestin	Menin-MLL TR inh	CXXC DNA block	GALK inh
CC(OC(=O)CC(NC(=O)c1ccccc1Cl)c1ccccc1)C(=O)Nc1cccc(Cl)c1Cl (stereo not given)	-4	-9	-3%	5	14	5	1%	0.3%	6%	13%	-4%
Cc1ccccc1/C=N/Nc1nc2ccccc2c(=O)n1O	-17	-1	2%	-1	-2	26	0%	0.1%	x	0%	x
CCCc1oc(C(=O)O)cc1CN1CCOCC1	4	14	-19%	2	-2	16	1%	0.0%	8%	1%	3%
CCN(CC)S(=O)(=O)c1cccc(NC(=O)CNc2cccc(S(=O)(=O)N3CCOCC3)c2)c1	4	-2	x	x	0	0	0%	0.2%	x	x	x
COc1ccnc(NCc2ccc(Cl)cc2)c1C#N	6	-5	2%	2	1	18	2%	0.0%	-2%	-9%	0%

# Further entries follow:
SMILES	KCNH2 WT inh	KCNH2 3.1 block	PKM2 act	Coupling enz	TRPV1 ag	Giardia killer	USP2a block	B2AR arrestin	Menin-MLL TR inh	CXXC DNA block	GALK inh
O=C(NCCc1ccc(Cl)cc1)C(=O)c1c[nH]c2ccccc12	-6	0	x	1	-5	-9	-3%	3.3%	-10%	4%	3%
N#C/C(=C\c1ccc(Cl)cc1Cl)c1n[nH]c(Cn2cncn2)n1	-1	-7	-7%	2	-3	-4	5%	-0.2%	4%	-19%	-2%
Cc1cccc(N)c1-c1c(C)cccc1N	-6	9	5%	-1	0	8	2%	0.1%	2%	5%	-2%
CC(C)(C)C(=O)Nc1ccc(C(=O)N/N=C/c2ccccc2OC(=O)c2ccc(Cl)cc2)cc1	-3	-8	-16%	1	4	-21	-11%	-0.9%	-2%	45%[activator]	0%
O=C(COc1ccccc1)NCC(=O)Nc1cccc(S(=O)(=O)NC2=NCCC2)c1	-7	10	1%	1	1	-18	0%	0.0%	6%	0%	7%
O=C(OCc1nc(-c2ccccc2Cl)no1)c1ccco1	-8	13	x	x	3	21	1%	-3.9%	x	x	x
CCOC(=O)C1(CCOC)CCN(CC(C)Cc2ccc3c(c2)OCO3)CC1 (stereo not given)	2	2	0%	2	0	23	-1%	-1.7%	-4%	8%	-3%
O=C(COC(=O)/C=C/c1ccc(S(=O)(=O)N2CCOCC2)cc1)NC1CCCCCCC1	10	-2	-1%	0	2	18	-1%	-0.2%	-3%	7%	3%
CCCn1c(=O)c2[nH]cnc2n(-c2ccc(Cl)cc2)c1=O	-1	4	3%	-1	3	11	-2%	0.5%	x	10%	-4%
CCOC(=O)Cn1c(=NC(=O)CC)sc2c(C)cc(C)cc21	2	5	-5%	-5	18	16	3%	-0.3%	x	3%	5%
CCOc1ccc(S(=O)(=O)N2CCC(C(=O)N3CCN(c4ccccc4F)CC3)CC2)cc1C	-3	5	1%	x	-1	-2	-4%	-0.2%	x	27%	5%
O=C(O)C(Cc1c[nH]c2ccccc12)NS(=O)(=O)c1ccc(Cl)cc1 (stereo not given)	4	1	-1%	9	-2	0	2%	-1.2%	-2%	-8%	-2%

# Screens (PubChem BioAssay)
